MITF inh = human MITF inhibition, primary screen. O75030. AlphaScreen MITF homodimerization, bead proximity signal. inhibition, % at 2.6 µM. actives 0.91% (n = 650,000). AID 1259374; in the data active means inhibition above about 50%;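 further: 0% = vehicle wells with protein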
FBW7 activator = human FBW7 E3 ligase activation, primary screen; normalized activity (activation), % at 26.1 µM; actives 0.13% (n = 650,000); Q969H0; AID 1259310; AlphaScreen FBW7–phospho-cyclin E peptide binding, activator screen; in the data active means normalized activity above about 1.9%;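 further: purified mutant Fbw7 with reduced substrate affinity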
Target sequence (Q969H0 whole entry, looked up): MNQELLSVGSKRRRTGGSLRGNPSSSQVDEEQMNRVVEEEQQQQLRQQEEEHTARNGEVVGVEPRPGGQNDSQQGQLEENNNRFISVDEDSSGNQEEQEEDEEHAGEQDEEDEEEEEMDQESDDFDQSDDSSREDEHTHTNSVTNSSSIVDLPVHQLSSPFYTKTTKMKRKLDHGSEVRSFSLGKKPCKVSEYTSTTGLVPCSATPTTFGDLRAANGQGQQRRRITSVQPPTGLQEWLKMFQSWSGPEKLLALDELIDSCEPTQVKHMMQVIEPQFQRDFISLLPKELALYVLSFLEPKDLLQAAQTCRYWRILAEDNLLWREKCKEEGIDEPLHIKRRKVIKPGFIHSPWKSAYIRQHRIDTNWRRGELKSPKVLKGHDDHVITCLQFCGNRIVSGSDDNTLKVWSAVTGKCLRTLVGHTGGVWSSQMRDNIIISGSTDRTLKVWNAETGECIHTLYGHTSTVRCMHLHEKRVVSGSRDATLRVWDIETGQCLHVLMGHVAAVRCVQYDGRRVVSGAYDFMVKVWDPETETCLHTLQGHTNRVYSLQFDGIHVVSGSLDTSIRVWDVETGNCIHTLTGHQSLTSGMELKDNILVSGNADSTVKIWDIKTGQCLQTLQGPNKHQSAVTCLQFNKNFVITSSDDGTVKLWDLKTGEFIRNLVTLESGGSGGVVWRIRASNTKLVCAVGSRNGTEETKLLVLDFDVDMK
TEAD-YAP inh = TEAD-YAP interaction inhibition. HEK-TIYL cells, TEAD-Gal4/YAP UAS-luciferase luminescence. inhibition, % at 9.12 µM. actives 1.4% (n = 640,000); in the data active means inhibition above about 32%;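 further: 0% = median of test compound wells and 100% = reference inhibitor wells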
GPR151 ag = activators of human GPR151 | PathHunter beta-arrestin GPR151 cells, luminescence | activation, % at 11.2 µM | actives 1% (n = 650,000) | Q8TDV0; in the data active means activation above about 4.9%;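 further: 0% = median of compound wells and 100% = cells with positive control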
The depositor's hits bear a star.

Screens by letter – A = MITF inh; B = FBW7 activator; C = TEAD-YAP inh; D = GPR151 ag
OCCC1CN(Cc2ccon2)CCN1CCCc1ccccc1 (stereo not given)
  A: -9 | B: 0.1 | C: 4 | D: -0.2

COc1ccc(CN(C)C(=O)CC2(c3ccccc3F)CC(=O)N(C)C2=O)c2cccnc12 (stereo not given)
  A: 6 | B: 0.2 | C: -3 | D: -0.6

CC(C)NC(=O)C12CC3CC(CC(C3)C1)C2
  A: 4 | B: 0.0 | C: 7 | D: 1.0

O=C(NCCN1CCN(C(=O)c2cccc([N+](=O)[O-])c2)CC1)C(=O)Nc1ccc(F)cc1
  A: -21 | B: -0.1 | C: -3 | D: -1.5

COCCCNC(=O)/C(C#N)=C/c1ccc(-c2ccc(Cl)c([N+](=O)[O-])c2)o1
  A: -9 | B: -0.1 | C: 8 | D: 1.8

O=C(N/N=C/c1ccc(O)c(O)c1O)C1COc2ccccc2O1 (stereo not given)
  A: 55* | B: -1.2 | C: -3 | D: -0.3

O=C(O)CCC(=O)Nc1ccc(-c2nc3cc(Cl)ccc3o2)cc1
  A: 17 | B: 0.0 | C: -28 | D: 2.1

O=C(NC(=S)Nc1ccc(S(=O)(=O)Nc2nccs2)cc1)C1CC1
  A: -4 | B: -0.1 | C: -1 | D: -0.6

O=C(c1cc(COc2ccc(F)cc2F)on1)N1CC[C@@H](O)C1
  A: 12 | B: 0.6 | C: -2 | D: 0.1

CC(C)(C)c1ccc(S(=O)(=O)N/N=C/c2cccc([N+](=O)[O-])c2O)cc1
  A: 1 | B: -0.1 | C: 0 | D: 1.9

CCc1nnc(NC(=O)CSc2nc3ccccc3c(=O)n2CCCOC)s1
  A: -4 | B: -0.2 | C: 11 | D: -0.7

Cc1cc(Cl)ccc1OCC(=O)N1CCN(c2ccc([N+](=O)[O-])cc2)CC1
  A: -5 | B: 0.0 | C: -6 | D: -0.4

Nc1sc(-c2ccccc2)n[n+]1CCCS(=O)(=O)O
  A: -2 | B: 0.0 | C: -6 | D: -0.6

CCc1ccc(N2N=C(C)/C(=C/c3ccc(-c4ccc(S(N)(=O)=O)cc4)o3)C2=O)cc1
  A: 7 | B: 0.1 | C: 11 | D: -0.6

CSc1cccc(NC(=O)C2C3C=CC4(O3)C2C(=O)N(C2CCC(C)CC2)C4C(=O)NC2CCCCC2)c1 (stereo not given)
  A: 6 | B: -0.2 | C: 20 | D: -0.7

CC(C)Nc1cc(N2CCN(c3ncccn3)CC2)c2noc3c2c1C(=O)c1ccccc1-3
  A: 5 | B: -0.2 | C: 10 | D: -1.4

O=C(COC(=O)c1ccc([N+](=O)[O-])s1)c1ccc[nH]1
  A: 3 | B: -0.1 | C: 8 | D: -1.4

CC(C)c1cccc(C(C)C)c1NC(=O)C(C)N1C(=O)c2ccccc2C1=O (stereo not given)
  A: -14 | B: 0.1 | C: 2 | D: -1.6

CCc1nnc(NS(=O)(=O)c2ccc(NC3OC(=O)c4ccccc43)cc2)s1 (stereo not given)
  A: -24 | B: -0.1 | C: -7 | D: -1.0

CCOC(=O)c1cnc2ccc(OCC)cc2c1N1CCN(C)CC1
  A: 6 | B: -0.1 | C: 1 | D: -0.1

O=C(O)CC1NC(=S)N(c2ccccc2)C1=O (stereo not given)
  A: 6 | B: 0.0 | C: 3 | D: 3.2

Nc1nc(N)n(C23CC4CC(CC(C4)C2)C3)n1
  A: 9 | B: 0.2 | C: -11 | D: 0.0

CC(=O)c1ccc(NC(=O)c2cccc(C)c2[N+](=O)[O-])cc1
  A: 3 | B: 0.2 | C: -50 | D: -0.4

CCCCC(=O)N/N=C(\C)CC(=O)Nc1cccc(OC)c1
  A: 0 | B: 0.0 | C: 44* | D: 0.1

CC1CCN(C(=S)c2cccc(O)c2)CC1
  A: 17 | B: 0.6 | C: -1 | D: 3.1

Rewritten as comma-separated lines: part of the list above
Compound,MITF inh,FBW7 activator,TEAD-YAP inh,GPR151 ag
CC1CCN(C(=S)c2cccc(O)c2)CC1,17,0.6,-1,3.1
OCCC1CN(Cc2ccon2)CCN1CCCc1ccccc1 (stereo not given),-9,0.1,4,-0.2
Nc1sc(-c2ccccc2)n[n+]1CCCS(=O)(=O)O,-2,0.0,-6,-0.6
CC(C)c1cccc(C(C)C)c1NC(=O)C(C)N1C(=O)c2ccccc2C1=O (stereo not given),-14,0.1,2,-1.6
O=C(NCCN1CCN(C(=O)c2cccc([N+](=O)[O-])c2)CC1)C(=O)Nc1ccc(F)cc1,-21,-0.1,-3,-1.5

Individual results from above.
FBW7 activator result of `CC1CCN(C(=S)c2cccc(O)c2)CC1` → 0.6
TEAD-YAP inh result of `CCc1nnc(NC(=O)CSc2nc3ccccc3c(=O)n2CCCOC)s1` → 11
MITF inh result of `Cc1cc(Cl)ccc1OCC(=O)N1CCN(c2ccc([N+](=O)[O-])cc2)CC1` → -5
FBW7 activator result of `CC(C)NC(=O)C12CC3CC(CC(C3)C1)C2` → 0.0
TEAD-YAP inh result of `CC(C)Nc1cc(N2CCN(c3ncccn3)CC2)c2noc3c2c1C(=O)c1ccccc1-3` → 10
TEAD-YAP inh result of `O=C(COC(=O)c1ccc([N+](=O)[O-])s1)c1ccc[nH]1` → 8

2 of these compounds in a different format.
SMILES | MITF inh | FBW7 activator | TEAD-YAP inh | GPR151 ag
O=C(N/N=C/c1ccc(O)c(O)c1O)C1COc2ccccc2O1 (stereo not given) | 55* | -1.2 | -3 | -0.3
COCCCNC(=O)/C(C#N)=C/c1ccc(-c2ccc(Cl)c([N+](=O)[O-])c2)o1 | -9 | -0.1 | 8 | 1.8

Carrying on:
Screens by letter – A = MITF inh; B = FBW7 activator; C = TEAD-YAP inh; D = GPR151 ag
CCC1CN(CC(=O)NCC(O)COc2cccc(OC)c2)Cc2cc(OC)ccc2O1 (stereo not given)
  A: -16 | B: 0.2 | C: -1 | D: 0.2

Cc1ccc(-c2cc(C(F)(F)F)n3ncc(C(=O)Nc4cc(Cl)ccc4O)c3n2)cc1
  A: 14 | B: 0.1 | C: 1 | D: 0.6

COc1ccccc1N1CCN(S(=O)(=O)c2ccc(F)c(C(=O)Nc3ccc(Cl)cc3C(F)(F)F)c2)CC1
  A: 2 | B: -0.2 | C: 10 | D: 0.5

CCOC(=O)C1C(=O)CC(C)(O)C(C(=O)OCC)C1c1cccc(F)c1 (stereo not given)
  A: 11 | B: 0.0 | C: 4 | D: 0.3

Cc1cccc(OCC(O)CN2CCC(C)CC2)c1 (stereo not given)
  A: 3 | B: -0.1 | C: 2 | D: 1.4

O=C(Nc1cnn(-c2cccc(C(=O)Nc3ccc(-n4cncn4)cc3)c2)c1)Nc1ccccc1Cl
  A: -6 | B: 0.1 | C: 10 | D: -0.1

CCOc1ccc([N+](=O)[O-])cc1C(=O)O
  A: -2 | B: -0.4 | C: 2 | D: -1.0

Cc1cnc(NC(=O)CSc2nnc(-c3ccc(Cl)cc3Cl)n2C)s1
  A: 7 | B: 0.0 | C: 12 | D: 2.5

O=S(=O)(c1cc(Br)c(Br)s1)N1CCN(c2ccccn2)CC1
  A: 4 | B: -0.1 | C: -1 | D: -0.1

Cc1ccsc1/C=C1\N=C(c2ccc(Cl)cc2)OC1=O
  A: 11 | B: 0.1 | C: 3 | D: 0.8

COc1cc(/C=N/NC(=O)COc2ccc(C)cc2)cc(I)c1O
  A: -4 | B: -0.1 | C: -7 | D: 0.8

COc1ccc(Nc2ccn3ncc(-c4cccc(O)c4)c3n2)cn1
  A: -17 | B: 0.1 | C: -5 | D: 0.7

O=C(c1ccc(Cl)cc1Cl)N(Cc1ccsc1)Cc1ccccn1
  A: 16 | B: 0.1 | C: 23 | D: -0.9

CCN1C(c2cccs2)=CS/C1=C(/C#N)c1nnc2n1CCCCC2
  A: -13 | B: -0.4 | C: -2 | D: -0.9

Cc1ccc(C(=O)N/N=C\c2ccc(-c3ccc(Br)cc3)o2)cn1
  A: 9 | B: -0.1 | C: 4 | D: 3.1

CC(C)(C)c1c(C(=O)NN)nnn1-c1nonc1N
  A: 6 | B: 0.2 | C: 14 | D: -1.0

CN1C(=O)CC(C(=O)Nc2ccccc2)SC1=Nc1cccc(C(F)(F)F)c1 (stereo not given)
  A: -11 | B: 0.1 | C: 7 | D: 1.3

CC1CCc2sc(N3C(=O)C4CC=C(Cl)CC4C3=O)c(C#N)c2C1 (stereo not given)
  A: 0 | B: 0.1 | C: 4 | D: 0.6

CCOC(=O)CNCCC(=O)c1ccc(Br)cc1
  A: -3 | B: 0.0 | C: -9 | D: 0.2

Cn1c(=NC(=O)c2ccc(S(=O)(=O)N3CCOCC3)cc2)sc2cc(Cl)ccc21
  A: -7 | B: -0.3 | C: 2 | D: 0.6

Cc1nc2ccccc2c(=O)n1-c1cccc(NS(=O)(=O)c2ccc(F)cc2)c1
  A: -3 | B: 0.0 | C: 2 | D: -0.1

CCc1cc(=O)[nH]c(-n2nc(C)cc2NC(=O)CC2CCCC2)n1
  A: 32 | B: -0.2 | C: 58* | D: -1.8

O=C(Nc1ccc(C(=O)O)c(C(=O)O)c1)c1cccc(N2C(=O)c3ccc([N+](=O)[O-])cc3C2=O)c1 (tested in a mixture with another compound)
  A: 12 | B: 0.0 | C: 16 | D: 0.7

One compound at a time, as listed above. Screens in order: MITF inh | FBW7 activator | TEAD-YAP inh | GPR151 ag
CC1CCc2sc(N3C(=O)C4CC=C(Cl)CC4C3=O)c(C#N)c2C1 (stereo not given) in the list: 0 | 0.1 | 4 | 0.6
Cc1ccc(C(=O)N/N=C\c2ccc(-c3ccc(Br)cc3)o2)cn1 in the list: 9 | -0.1 | 4 | 3.1

Source: PubChem (The Scripps Research Institute Molecular Screening Center)

Compounds as they come; any-hit rate near 3.4%.
